Bioassay records deposited in PubChem by several laboratories.
PABP1 MLLE inh: blocks PAM2 peptide binding to the PABP1 MLLE domain; P11940; GST-MLLE / FITC-PAM2 fluorescence polarization; inhibition, % at 20 µM; hit rate 0.36% among 360,000; in the data active means inhibition above about 35%, passing the limit was not always enough;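 further: plate controls were DMSO wells with GST-MLLE for no effect and wells lacking GST-MLLE protein for full effect; some results filed as inactive read as strong as hits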
Target sequence (P11940 whole entry, looked up, the tested form may be a part): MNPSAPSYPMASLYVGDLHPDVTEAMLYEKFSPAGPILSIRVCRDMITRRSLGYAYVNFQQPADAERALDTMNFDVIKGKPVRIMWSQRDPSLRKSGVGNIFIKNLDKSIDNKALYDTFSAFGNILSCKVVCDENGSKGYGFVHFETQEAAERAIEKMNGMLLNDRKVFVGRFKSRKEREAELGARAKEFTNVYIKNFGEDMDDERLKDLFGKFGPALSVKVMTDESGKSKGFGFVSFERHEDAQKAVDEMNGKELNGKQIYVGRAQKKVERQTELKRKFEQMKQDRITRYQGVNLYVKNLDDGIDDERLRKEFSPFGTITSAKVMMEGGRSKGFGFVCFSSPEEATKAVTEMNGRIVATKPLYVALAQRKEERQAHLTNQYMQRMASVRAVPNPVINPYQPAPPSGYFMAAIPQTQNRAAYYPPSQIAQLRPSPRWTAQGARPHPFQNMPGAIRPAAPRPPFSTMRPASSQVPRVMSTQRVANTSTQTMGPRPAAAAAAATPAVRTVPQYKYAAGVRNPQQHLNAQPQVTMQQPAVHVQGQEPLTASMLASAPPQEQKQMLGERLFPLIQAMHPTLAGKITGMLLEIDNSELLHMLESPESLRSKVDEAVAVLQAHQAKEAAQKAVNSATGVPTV
MT1-MMP act inh: inhibitors of human MT1-MMP activation. hit rate 0.061% among 360,000. GFP/RFP ratio change, % at 20 µM. HT1080 RFP-PRO-GFP cells, GFP/RFP ratio fluorescence, overnight; percent of plate control window, DMSO zero. P50281;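 active means GFP/RFP ratio change of at least 30% with cell ATP level not reduced by more than half and red fluorescence within 50% of control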; further: strong numbers were not always called active
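Material – HT1080 RFP-PRO-GFP cells · Control set – DMSO wells and RFP-L50D-GFP cells · Incubation – overnight cell settling, then overnight compound exposure, 37 °C, 5% CO2 · Compound dosing – single-point 20 µM compound, 1% DMSO · Read-out – GFP/RFP fluorescence ratio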
FAS-TE inh: inhibitors of human fatty acid synthase thioesterase domain | P49327 | hit rate 0.67% among 360,000 | recombinant FAS-TE, OMFH fluorogenic substrate, fluorescence endpoint | AID 602261 | inhibition, % at 15 µM;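 active means compounds whose normalised, plate-corrected inhibition of enzyme fluorescence in the single-dose primary screen is 50% or more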;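 further: 0% = DMSO with enzyme and 100% = substrate without enzyme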
MsrA act: activates bovine MsrA enzyme; purified bovine MsrA, absorbance read-out; activation, % at 10.6 µM; hit rate 0.3% among 360,000; AID 602163; in the data active means activation above about 7.5%;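 further: 0% = vehicle and 100% = reference activator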
E coli Lon inh: inhibitors of E. coli Lon protease; AID 602123; P0A9M0; hit rate 0.42% among 360,000; purified E. coli Lon protease, fluorescence polarization; inhibition, % at 7.94 µM; in the data active means inhibition above about 13%, passing the limit was not always enough;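 further: 0% = enzyme with probe and DMSO and 100% = no enzyme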
Rin1-Abl PPI inh: human Rin1-Abl interaction inhibition. P00519+Q13671. TR-FRET Rin1/Abl binding, biochemical. inhibition, % at 7.35 µM. hit rate 0.4% among 360,000. AID 588664; in the data active means inhibition above about 5%, passing the limit was not always enough
MsrA inhibitor: bovine MsrA inhibition; purified bovine MsrA, absorbance read-out; inhibition, % at 15.5 µM; hit rate 0.75% among 360,000; AID 651718; in the data active means inhibition above about 4.5%;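 further: 0% = vehicle wells with enzyme and 100% = reference inhibitor wells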
Rpn11 block: Rpn11 (human) deubiquitinase inhibition; O00487; human 26S proteasome, Ub4-pepOG fluorescence polarization; 20S core pre-blocked with epoxomicin; calls only at 20 µM; hit rate 0.59% among 360,000; AID 588493;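 active means inhibition at 20 µM, scaled to each plate's controls, above about 33%, limit read from the data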
Target sequence (O00487 whole entry, looked up): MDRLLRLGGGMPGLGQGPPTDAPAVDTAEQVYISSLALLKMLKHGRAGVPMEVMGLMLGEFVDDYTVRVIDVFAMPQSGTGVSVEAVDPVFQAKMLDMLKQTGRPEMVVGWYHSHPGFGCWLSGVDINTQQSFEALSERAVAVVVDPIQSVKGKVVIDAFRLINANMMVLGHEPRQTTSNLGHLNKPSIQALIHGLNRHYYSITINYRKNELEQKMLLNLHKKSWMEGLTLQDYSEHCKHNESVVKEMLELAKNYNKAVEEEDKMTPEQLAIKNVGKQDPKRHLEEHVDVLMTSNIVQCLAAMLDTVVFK
CSN inh: blocks human CSN-mediated cullin deneddylation | Q92905 | Purified CSN, SCF-Nedd8-OG deneddylation, fluorescence polarization | inhibition, % at 12.5 µM | hit rate 0.38% among 360,000;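 active means pattern-corrected inhibition above about 35%, with an unprinted fluorescence ratio check between 0.5 and 1.5, limit read from the data, passing the limit was not always enough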;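 further: 0% = enzyme with substrate and 100% = substrate without enzyme; some results filed as inactive read as strong as hits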
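Schedule: reaction 90 min, room temperature / Assay system: HEK293T-derived human Csn5 enzyme / Input: Csn5 at 0.24 nM final / Measure: inhibition of Csn5 cleavage, % / Control set: substrate-only high control, full reaction low control / Technique: fluorescence polarization of the substrate / Buffer or medium: Tris/NaCl/DTT buffer, pH 7.5 / Reagent: SCFSkp2-Nedd8OG substrate at 10 nM final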
* marks the source's active call; other numbers are inactive results; i = inactive; . = no result given.

SMILES	PABP1 MLLE inh	MT1-MMP act inh	FAS-TE inh	MsrA act	E coli Lon inh	Rin1-Abl PPI inh	MsrA inhibitor	Rpn11 block	CSN inh
Cc1cc(C(=O)OCC(=O)Nc2cccnc2Cl)c2ccccc2n1	-6.0	0.3	1.4	-3.8	5.2	-4.6	1.3	i	0.4
O=c1[nH]c(N/N=C\c2ccc3c(c2)OCO3)nc2ccccc12	-59.4	6.2	-1.9	-2.6	6.8	-3.0	2.6	i	3.0
Cc1c(N)cc2c(c1N)C(C)(C)CC2(C)C	13.0	0.8	-8.8	-4.6	-1.9	0.9	0.0	i	0.8
O=C(NCc1ccco1)C(c1ccccc1F)N(Cc1cccnc1)C(=O)Cn1nnc2ccccc21 (configuration not stated)	-10.2	-3.0	2.4	-8.4	-12.6	-1.0	-0.5	i	-1.3
CCOc1ccccc1Nc1nnc(SCC(=O)NCC2CCCO2)s1 (configuration not stated)	-4.9	0.8	-7.0	-3.2	-9.6	2.5	0.5	i	-0.3
Cc1onc(C(=O)NCCc2ccccc2)c1[N+](=O)[O-]	-0.5	1.8	-3.8	1.7	6.5	-0.5	-0.6	i	-0.5
O=C(CCN1C(=O)S/C(=C\c2ccccc2)C1=O)NC1CCS(=O)(=O)C1 (configuration not stated)	16.4	-2.3	-2.0	-1.7	-11.0	-1.1	2.8	i	1.6
CN(C(=O)COC(=O)/C=C/c1ccc(C(F)(F)F)cc1)c1c(N)n(Cc2ccccc2)c(=O)[nH]c1=O	-14.0	1.1	-10.0	-1.9	0.8	1.4	2.7	i	1.8
COc1ccc(NC(=O)CSc2nnc(-c3ccccc3Cl)n2Cc2ccco2)c(OC)c1	-13.7	-0.6	-0.6	-0.3	-5.7	4.1	0.1	i	-1.9
O=C(CSc1nnnn1-c1ccc2c(c1)OCCO2)N1CCc2ccccc21	4.5	-0.4	-3.5	-5.5	-10.6	6.2	0.1	i	4.5
O=C(Cn1c(=O)oc2cc(S(=O)(=O)N3CCCC3)ccc21)Nc1ccccc1Br	5.1	0.9	-2.1	-2.9	-0.3	-5.6	.	i	0.6
O=S(=O)(NC1c2cccc3cccc(c23)C1Sc1ncccn1)c1ccccc1 (configuration not stated)	5.7	-4.1	15.1	-4.5	0.5	-0.1	2.3	i	-0.9
C[N+](C)(C)CCCCCC[N+](C)(C)C	-5.0	1.4	-5.7	-1.1	2.4	-4.0	-1.6	i	-0.8
Nc1nonc1C(=O)NCCNCc1c(OCc2ccccc2F)ccc2ccccc12	9.4	-7.1	6.5	1.0	5.1	-5.8	-0.1	i	-1.4
COc1ccccc1OCC(=O)NC1CCCCCCC1	-3.3	7.2	-2.8	-1.7	8.4	-2.6	0.5	i	5.0
CC(Oc1ccc(Cl)cc1)C(=O)/C=C/N(C)C (configuration not stated)	6.2	-3.3	-10.7	-3.9	-7.0	0.9	0.2	i	-0.5
CCc1ccc(NC(=O)CS(=O)CC(=O)NCC2OCCc3ccccc32)cc1 (configuration not stated)	-1.9	0.6	-8.1	-2.4	0.5	-3.2	-0.6	i	0.5
CC1(C(=O)NCc2ccc(C(F)(F)F)cc2)CCN1Cc1c(F)cccc1F (configuration not stated)	11.9	3.5	24.3	1.8	3.2	0.7	-0.7	i	-2.1
O=C(CN1C(=O)NC2(CCOc3ccccc32)C1=O)NCc1ccc(F)cc1 (configuration not stated)	10.2	0.0	-8.0	-5.6	-10.4	2.9	0.3	i	-1.4
COc1ccc(NC(=O)NC2(C(=O)N3CCCCCC3)CCCCC2)cc1	-2.0	-6.4	-3.9	-10.9	-4.1	3.5	0.2	i	5.5
C[C@@H]1CN([C@H](C)CO)C(=O)CCCn2nncc2CO[C@H]1CN(C)S(=O)(=O)c1ccccc1F	-3.1	-4.0	-6.5	-1.9	-4.0	-1.5	-1.8	i	-2.5
CC(=O)c1cccc(Nc2cc(C)nc3c(C)cccc23)c1	8.4	3.0	-2.3	-4.1	4.3	-1.7	2.9	i	-1.1
CO/N=C/c1ccc(Oc2ccc(C)cc2)nc1	3.9	-0.2	2.1	-8.6	-14.6	0.3	-0.5	i	-7.5
COc1ccc(-c2cn[nH]c2-c2ccc(O)cc2O)cc1OC	-0.7	-0.8	-22.8	0.0	-8.3	2.3	0.8	i	4.3
OCc1ccccc1-c1nc(NCC2CC2)nc2ccsc12	-8.8	2.2	-5.8	-3.7	-4.7	-0.3	-0.2	i	-0.9
COc1cccc(CC(=O)NCC2(N3CCCCC3)CCCCC2)c1	-15.2	3.1	-3.8	-3.8	5.4	-0.4	-0.7	i	-3.9
CCOC(=O)c1c(C=O)c(C)n(Cc2ccccc2)c1C	-15.2	-2.8	-3.4	-2.4	-1.0	-1.8	0.0	i	6.1
CCOc1ccc(OCCC(=O)N(CC)CC(=O)NCc2cccs2)cc1	-1.1	0.6	-4.9	-3.9	-7.9	2.0	0.4	i	2.1
NC(=O)C1=C[C@H](c2ccc(Br)cc2)C[C@H](OCc2ccc(CO)cc2)O1	-20.0	4.2	5.3	-2.4	-4.5	2.5	-0.3	i	0.0
CCn1cc(/C=C/C(=O)Nc2ccn(Cc3c(F)c(F)cc(F)c3F)n2)cn1	6.3	0.5	-8.2	-3.1	3.2	-0.7	2.5	i	4.8

Some entries already given with just MsrA act, Rin1-Abl PPI inh and FAS-TE inh:
mol	MsrA act	Rin1-Abl PPI inh	FAS-TE inh
COc1cccc(CC(=O)NCC2(N3CCCCC3)CCCCC2)c1	-3.8	-0.4	-3.8
CCOc1ccc(OCCC(=O)N(CC)CC(=O)NCc2cccs2)cc1	-3.9	2.0	-4.9

(more compounds)
SMILES	PABP1 MLLE inh	MT1-MMP act inh	FAS-TE inh	MsrA act	E coli Lon inh	Rin1-Abl PPI inh	MsrA inhibitor	Rpn11 block	CSN inh
COc1cc(/C=N/NC(=O)c2ccncc2)ccc1OC(=O)c1cc(OC)c(OC)c(OC)c1	-8.2	3.1	46.5	-1.9	1.2	-3.5	1.1	i	-4.7
CC1CCN(c2ccc3c(c2)S(=O)(=O)c2cccc(C(=O)O)c2C3=O)CC1	-40.4	-96.8	-13.7	-5.3	-72.2	-1.1	1.4	.	14.0
CCOC(=O)CC1C(=O)NCCN1S(=O)(=O)c1ccc(NC(C)=O)cc1 (configuration not stated)	-2.2	0.8	-4.6	-5.5	11.5	3.2	-1.4	i	2.1
CC1(C)CC(N2CCOCC2)=CC(=[N+]2CCOCC2)C1	-115.4	-1.7	-6.3	-8.9	3.5	1.4	10.4*	i	-2.9
Cc1ccc(N(CCCCN2C(=O)c3ccccc3C2=O)C(=O)c2cccc([N+](=O)[O-])c2)cc1	-9.1	-1.4	33.4	-7.5	2.8	-1.6	0.7	i	-4.7
O=C(c1cc2c(s1)CCCC2)N1CCN(C(=O)C2CCCO2)CC1 (configuration not stated)	-0.6	-0.3	-5.0	-1.2	-4.0	-1.7	-1.0	i	3.9
O=S(=O)(Nc1ccc(-c2cn3c(n2)SCC3)cc1)c1ccccc1F	-16.7	0.0	0.5	-6.3	-10.6	1.9	2.2	i	1.8
Cc1cccc(NC(=O)CSc2nc3c(c(=O)[nH]2)CCC3)c1C	0.6	2.7	-9.1	-6.8	0.7	-0.9	0.6	i	-8.5
CC(C)(C)c1ccc(-n2ncc3c2CCCC3NC(=O)c2ccncc2)cc1 (configuration not stated)	3.3	-3.2	-3.6	-2.6	-11.2	1.7	0.6	i	4.9
C=CCn1c(SCc2csc(C)n2)nc2scc(-c3ccc(C)o3)c2c1=O	7.0	-12.9	22.2	-5.8	5.2	-1.1	-0.6	i	10.4
CCOc1ccccc1C(C(=O)NCCOC)N(CCOC)C(=O)Cn1nnc2ccccc21 (configuration not stated)	6.5	-5.9	-2.8	-5.3	-7.0	1.0	-0.3	i	-8.8
COc1cc(C(=O)CCN2CCC(c3ccccc3)C2)cc(OC)c1OC (configuration not stated)	32.2	3.4	-13.2	-8.8	-12.2	-4.8	-0.4	i	-5.3
CCCNC(=O)CCNC(=O)c1ccc(C(C)(C)C)cc1	-1.0	9.8	-6.8	-2.1	-5.1	2.0	-1.4	i	3.8
COc1ccc(NC(=O)Nc2cc(C)ccc2F)cc1OC	7.8	2.7	-5.4	-5.2	-8.3	-0.2	0.9	i	0.5
CC(C(=O)Nc1ccc2c(c1)OCO2)N1CCN(C)CC1 (configuration not stated)	-24.3	0.2	-5.6	-4.3	-10.8	4.2	0.9	i	5.2
COc1ccc2nc(NC(=O)CS(=O)(=O)Cc3ccccc3)sc2c1	11.9	1.5	-0.7	-6.4	5.0	0.4	0.6	i	0.6
Cc1cccc(NC(=O)COC(=O)c2n[nH]c3ccccc23)c1C	0.4	-2.6	-14.2	-3.5	-7.0	3.6	0.5	i	5.1
COCCn1c(C)cc(C(=O)CN2C(=O)C(=O)N(CCC3=CCCCC3)C2=O)c1C	9.5	-2.4	8.8	-1.8	-0.7	-4.6	0.1	i	5.3
O=C(Cc1cccs1)N/N=C/C=C/c1ccccc1[N+](=O)[O-]	2.2	11.9	9.3	-11.1	14.2	-0.3	0.7	i	-3.0
CN(C)c1ccc(-c2nnc(-c3ccc(S(=O)(=O)C(F)F)cc3)o2)cc1	-63.1	-5.0	-11.4	-1.1	-4.7	0.7	-0.2	i	-3.5
CCOc1ccccc1N1CCN(C(=O)Cc2ccc(S(=O)(=O)N3CCOCC3)s2)CC1	-46.9	-6.5	-4.7	-4.9	-27.6	-0.6	-1.4	i	5.1
CNC(=O)COc1ccc(-c2nn(C)c(=O)c3ccccc23)cc1	-2.2	-0.3	-11.1	-2.2	-6.4	1.1	0.1	i	2.2
CC1(C(=O)Nc2cccc3ccccc23)CCN1C(=O)Cc1ccccc1Cl (configuration not stated)	-11.2	1.3	10.0	-0.9	2.9	-1.2	-0.4	i	1.9
CCc1ccc(N2CC(C(=O)Nc3ccccc3N3CCCC3)CC2=O)cc1 (configuration not stated)	2.4	-9.4	4.0	-1.1	-1.6	-5.8	-0.7	i	0.2
COC(=O)CCCn1cc(CN2CC(N3CCCC3)CS2(=O)=O)nn1 (configuration not stated)	.	2.9	-12.0	-2.8	0.7	.	-0.8	.	-2.2
COc1ccc(NC(=O)COc2ccc(/C=N/n3c(C)nnc3C)cc2OC)cc1	2.5	1.1	0.4	3.5	4.8	-3.0	0.2	i	3.0
O=C(CSc1nnc(NC(=O)C2CC2)s1)Nc1ccccc1Cl	-1.1	3.9	-3.7	-1.9	-15.2	2.9	-0.8	i	-2.9
Cc1ccc(S[C@@H](CCN2CC[C@H](NC(=O)OCc3ccccc3)CCC2=O)c2ccccc2)cc1	34.4	2.9	16.5	1.3	9.0	0.2	-0.3	i	-3.9
OC(COc1ccc2cc(Br)ccc2c1)CN1CCCC1 (configuration not stated)	-17.1	.	-2.1	-0.5	3.3	-16.9	-0.5	i	-1.7
O=c1c2ccccc2[nH]c(=S)n1CC1CCCO1 (configuration not stated)	-49.3	-3.1	-5.4	-7.9	-10.5	2.1	0.1	i	1.3
CCOC(=O)c1cn(CC)c2cc(N3CCOCC3)c(F)cc2c1=O	-5.2	-0.8	-4.3	-5.2	-5.5	-1.4	1.8	i	3.1
CCCCc1c(O)nc(SCC(=O)O)[nH]c1=O	-4.5	2.7	-6.3	-2.5	-4.7	-1.5	2.2	i	-7.4
CCCn1c2c(c(O)c(C(=O)Nc3ncccc3C)c1=O)CCCC2	10.2	5.2	4.9	-4.5	5.2	-4.2	0.7	i	1.0
